BAP1 block: inhibitors of BAP1 deubiquitinase, primary screen, biochemical, Ub-AMC fluorescence, kinetic | AID 436, 2006 | activity remaining (% of control), % at 20 µM | 72,000 tested, 0.48% active | Ubiquitin carboxyl-terminal hydrolase BAP1 (Homo sapiens), Q92560 | recombinant BAP1, Ub-AMC hydrolysis fluorescence kinetic; stronger effect = lower value;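 active = activity remaining at or below 50% of control, provided the compound also passes the data quality filters; inactive = the rest, including low values that fail the filters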;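 also: 100% = DMSO wells rate and 0% = substrate alone blank rate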
Target sequence (Q92560 whole entry, looked up): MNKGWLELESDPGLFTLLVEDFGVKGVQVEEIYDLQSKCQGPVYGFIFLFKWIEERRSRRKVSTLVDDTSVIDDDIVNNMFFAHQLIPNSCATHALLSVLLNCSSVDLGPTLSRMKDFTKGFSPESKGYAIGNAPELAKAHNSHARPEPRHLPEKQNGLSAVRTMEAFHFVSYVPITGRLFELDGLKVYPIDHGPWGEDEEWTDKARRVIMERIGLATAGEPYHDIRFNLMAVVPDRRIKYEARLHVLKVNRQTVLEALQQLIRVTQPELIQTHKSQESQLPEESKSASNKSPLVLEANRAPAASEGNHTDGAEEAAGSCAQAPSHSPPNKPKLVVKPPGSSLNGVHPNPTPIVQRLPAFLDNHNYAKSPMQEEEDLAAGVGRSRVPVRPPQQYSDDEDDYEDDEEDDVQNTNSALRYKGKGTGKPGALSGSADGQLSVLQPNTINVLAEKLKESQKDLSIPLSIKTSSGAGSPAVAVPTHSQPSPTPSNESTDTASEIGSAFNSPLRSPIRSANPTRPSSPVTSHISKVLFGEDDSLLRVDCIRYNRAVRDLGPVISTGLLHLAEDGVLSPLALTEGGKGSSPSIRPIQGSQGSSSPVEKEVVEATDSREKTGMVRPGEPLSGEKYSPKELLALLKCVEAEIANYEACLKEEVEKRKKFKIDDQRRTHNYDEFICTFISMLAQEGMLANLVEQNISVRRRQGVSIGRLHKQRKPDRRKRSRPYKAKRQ
HePTP inh: inhibitors of human HePTP phosphatase, primary screen, biochemical, absorbance, leukemia target. Tyrosine-protein phosphatase non-receptor type 7 (Homo sapiens), P35236. recombinant HePTP phosphatase activity, OD absorbance. inhibition, % at 20 µM. 110,000 tested, 0.64% active. AID 521, 2006; in the data active = inhibition above about 50%;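 also: plate controls were vehicle for no effect and reference inhibitor for full effect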
Starred values were filed as active, the others as inactive; nt = not tested or not shown; & = joins results of further samples.

Fields: HePTP inh | BAP1 block
> Cc1ccc(C)c(C(=O)N(Cc2nc(-c3ccc(Cl)cc3)no2)C(C)C)c1
    -1.7 | 76.0
> CCOC(=O)CCc1c(C)c2ccc(OCC(=O)N(CC)CC)c(C)c2oc1=O
    8.9 | 110.2
> CC1=NN(c2ccc(Cl)c(C(=O)O)c2)C(=O)/C1=C\c1cccc([N+](=O)[O-])c1
    -3.1 | nt
> CC1=NNC(=O)C1CC(=O)N/N=C/c1ccc(Cl)cc1Cl (stereo not drawn)
    3.4 | nt
> Cc1ccc(CC2CC(=O)N(Cc3ccco3)C2=O)cc1 (stereo not drawn)
    2.1 | 85.1
> CCOc1ccc(-c2nnc(-c3ccc4c(c3)OCO4)o2)cc1
    4.1 | nt
> O=C(COc1ccc(Cl)cc1)Nc1ccc(OC(F)(F)F)cc1
    -1.8 | nt
> O=C(c1nn2c(c1Br)NC(c1ccccc1)CC2C(F)(F)F)N1CCOCC1 (stereo not drawn)
    0.1 | nt
> COc1cc(Br)cc(/C=C2/C(=O)NN(c3ccccc3)C2=O)c1O
    -12.1 | nt
> COc1cc(/C=N\NC(=O)c2ccc([N+](=O)[O-])cc2)ccc1OC(=O)c1cccc2ccccc12
    8.6 | nt
> CCOC(=O)N1CCN(C(=O)CN(c2ccc(C)c(C)c2)S(=O)(=O)c2ccccc2)CC1
    4.3 | nt
> COC(=O)c1ccc(-c2ccc(/C=C3\C(=O)NN(c4ccccc4)C3=O)o2)cc1
    4.1 | nt
> CCC(C)NC(=O)c1ccccc1NS(=O)(=O)c1ccc(OC)c(OC)c1 (stereo not drawn)
    7.7 | 80.3
> COc1ccc(-n2c(=O)c3cc4c(=O)n(-c5ccc(OC)cc5[N+](=O)[O-])c(=O)c4cc3c2=O)c([N+](=O)[O-])c1
    nt | 56.8
> O=C(/C=C/c1ccc(Br)cc1)N1CCN(c2ccc([N+](=O)[O-])cc2)CC1
    20.0 | nt
> COc1ccc(N=Nc2c(N)n[nH]c2N)cc1
    1.8 | nt
> Cc1ccc(S(=O)(=O)NC(C)C2C3CC4CC(C3)CC2C4)cc1 (stereo not drawn)
    -5.7 | nt
> CC1(C)Cc2c(c(N3CCOCC3)nc3sc(C#N)c(N)c23)CS1
    -0.8 | nt
> Cn1c(=O)c2[nH]c(C3CCCC3)nc2n(C)c1=O
    nt | 96.0
> COc1ccc2c(c1OC)C(=O)N1c3ccccc3C(=O)N(c3ccccc3)C21 (stereo not drawn)
    6.7 | 105.4
> O=C1CN(S(=O)(=O)c2cccc([N+](=O)[O-])c2)CC(=O)N1
    -12.5 | nt
> CCOC(=O)CC(=O)CSc1ccc2nnc(-c3ccc(C)cc3)n2n1
    0.2 | 77.7
> Cc1cccc(Cn2c(N3CCN(c4ccccc4)CC3)nc3c2c(=O)n(C)c(=O)n3C)c1
    6.6 | 82.8
> Nc1nonc1C(=O)NCCc1ccccc1
    2.4 | 101.3
> CC(C)(CN1CCN(CC(C)(C)NS(=O)(=O)c2ccccc2)CC1)NS(=O)(=O)c1ccccc1
    -16.7 | nt
> O=C(OCC(=O)N1CCN(c2ccccc2)CC1)c1ccco1
    6.1 | 97.6
> COc1ccc(CCNC(=O)c2ccc(C#Cc3ccccc3)cc2)cc1OC
    2.4 | nt
> Cc1c(C(c2ccc(I)o2)c2c(C)n(C)n(-c3ccccc3)c2=O)c(=O)n(-c2ccccc2)n1C
    -0.5 | nt
> O=C(O)C1CCC(=O)N1C1c2ccccc2Oc2ccccc21 (stereo not drawn)
    -7.1&9.1 | 94.9
> COc1cc(OC)c(C2=NOC(C(=O)O)C2)cc1Cl (stereo not drawn)
    8.3 | 79.4
> COc1ccc(-n2nc3c(c2NC(=O)c2ccc(Br)cc2)CS(=O)C3)cc1 (stereo not drawn)
    11.7 | 104.3
> CSc1ccc(S(=O)(=O)Nc2cccc(F)c2)cc1
    12.1 | 120.3
> CCc1cccc(C)c1NS(=O)(=O)c1ccccc1
    5.2 | nt
> COc1cc(/C=C2/C(=O)NC(=O)N(c3cccc(C)c3)C2=O)cc(Cl)c1O
    13.1 | nt
> COc1ccc(C)cc1NC(=O)CNC(=O)Cn1ccc2ccccc2c1=O
    6.6 | 84.2
> O=P(COc1ccccc1)(c1ccccc1)c1ccccc1
    -10.7 | nt
> CC(CN1CCOCC1)C(=O)O (stereo not drawn)
    1.5 | 95.4
> Cc1ccc(SCc2c(C#N)c3ccccc3n2C)cc1
    9.2 | 71.9
> Oc1ccc(/C=N/Nc2nncc(-c3ccccc3)n2)c(O)c1O
    -22.7 | nt
> CN(Cc1nc(-c2ccncc2)no1)S(=O)(=O)c1ccccc1
    12.2 | 75.0
> CCCCC(=O)N1CCCC(c2nc3c(nnn3Cc3cc(C)ccc3C)c(=O)[nH]2)C1 (stereo not drawn)
    6.3 | 75.1
> Cc1ccccc1CN(c1ccc(C(=O)N2CCCC2)cc1)S(C)(=O)=O
    -1.8 | 107.9
> COc1cc(C2NC(=S)NC(C)=C2C(=O)Nc2ccc(Br)cc2)ccc1O (stereo not drawn)
    4.0 | nt
> O=C(NCCCN1CCOCC1)c1cc2cc(Br)ccc2oc1=O
    -4.9 | 87.4
> CCN=C1SC(CC(=O)Nc2cccc(C(F)(F)F)c2)C(=O)N1CC (stereo not drawn)
    3.3 | nt
> CC(=O)Nc1ccc(S(=O)(=O)NCc2ccc(C(=O)NCc3ccc4c(c3)OCO4)cc2)cc1
    7.4 | 107.3
> O=C(CSc1nccn1-c1ccc(F)cc1)NCc1ccc2c(c1)OCO2
    2.5 | 161.4
> CCn1c(SCC(=O)N2CCCc3ccccc32)nc2ccccc2c1=O
    1.5 | 62.1
> O=C1NC(=S)N(c2cccc(Br)c2)C(=O)/C1=C/c1ccccc1O
    4.6 | nt
> COc1ccc(C2CC(=O)N3CN(c4ccccc4F)CSC3=C2C#N)cc1OC (stereo not drawn)
    7.0 | 88.1
> CC(=O)Nc1cccc(-c2nc3ccc(NC(C)=O)cc3[nH]2)c1
    8.7 | nt
> CCOC(=O)c1nnn(-c2nonc2N)c1-c1ccc(OCC)cc1
    7.9 | 86.2
> O=C(c1cc2nc(-c3ccc([N+](=O)[O-])cc3)cc(C(F)(F)F)n2n1)N1CCCC1
    3.3 | nt
> CN(C)/C=C1\N=C(c2ccccc2Cl)OC1=O
    -0.7 | nt
> O=C(Nc1ccc(Cl)cc1)C(=O)NC1CC1
    5.1 | nt
> CCc1ccc(N2CC(C(=O)Nc3ccc(Br)cc3)CC2=O)cc1 (stereo not drawn)
    -12.3 | nt
> COc1cccc(C2N(c3ccc(Cl)c(Cl)c3)C(=O)C3CCCN32)c1OC (stereo not drawn)
    -12.7 | 98.4
> O=[N+]([O-])c1c(Cl)cc(O)c2c1C1C=CCC1C(c1ccc(Br)cc1)N2 (stereo not drawn)
    19.6 | nt
> COC(=O)c1ccc(C(=O)Nc2nc3ccc4nc(C)sc4c3s2)cc1
    nt | 117.4
> COc1ccc(OC)c(NC(=O)CC(Cc2ccccc2OC)C(=O)O)c1 (stereo not drawn)
    -4.3 | 98.2

Going on with the list:
Fields: HePTP inh | BAP1 block
> CCOc1ccc(C2/C(=C(\O)c3c(C)[nH]c(C(=O)OC)c3C)C(=O)C(=O)N2CCN(C)C)cc1 (stereo not drawn)
    7.9 | 56.4
> O=C(Nc1ccccc1C(=O)NCc1ccccc1)c1ccccc1Cl
    8.0 | nt
> Cc1cccc2cc(COC(=O)C(C)C)c(=O)[nH]c12
    6.1 | 87.4
> COC(=O)c1c(C)n(-c2ccc(OC)cc2)c2ccc(O)cc12
    7.0 | 52.1
> COc1ccccc1NC(=O)c1cc2cc(Br)ccc2oc1=O
    0.0 | nt
> Cc1ccc2nsnc2c1S(=O)(=O)N1CCN(CCc2ccccc2)CC1
    11.6 | 88.6
> Cc1ccc(-n2c(C)cc(/C=N/NC(=O)c3ccncc3)c2C)cc1
    -7.0 | nt
> Cc1ccc(OCC(=O)Nc2ccc(I)cc2Cl)c(C)c1
    4.0 | nt
> O=C(O)/C=C/c1ccc(-c2ccc(Cl)c(Cl)c2)o1
    8.7 | nt
> O=C(NCc1ccccc1)c1ccc(C2SCC(=O)N2Cc2ccccc2)cc1 (stereo not drawn)
    -2.7 | nt
> Cn1cccc1C(=O)NC(=O)COC(=O)c1ccccc1O
    5.8 | 124.4
> Cc1cc(N2C(=O)C(=O)/C(=C(/O)c3ccc(F)cc3)C2c2ccc(Cl)cc2)no1 (stereo not drawn)
    -7.2 | 131.5
> Cc1nnc(NC(=O)c2ccc(-c3cccc(C(F)(F)F)c3)o2)s1
    2.2 | nt
> O=C(Nc1ccccc1)N1CCC(C(=O)N(Cc2ccco2)Cc2cccs2)CC1
    2.9 | 108.1
> Clc1ccc(-n2ncc3c(NCc4ccco4)ncnc32)cc1
    6.7 | 96.8
> C=CCOc1ccc(/C=C2\C(=O)NC(=S)N(c3ccccc3)C2=O)cc1OC
    7.3 | nt
> COC(=O)C1=C(N)n2c(s/c(=C\c3cccnc3)c2=O)=C(C(=O)OC)C1c1cccnc1 (stereo not drawn)
    2.6 | 82.5
> N#Cc1c(NC(=O)CSC2=NCCS2)sc2c1CCCC2
    -3.4 | 68.5

Some of the entries above, set out differently.
HePTP inh,BAP1 block,Compound
7.9,86.2,CCOC(=O)c1nnn(-c2nonc2N)c1-c1ccc(OCC)cc1
3.3,nt,O=C(c1cc2nc(-c3ccc([N+](=O)[O-])cc3)cc(C(F)(F)F)n2n1)N1CCCC1
-0.7,nt,CN(C)/C=C1\N=C(c2ccccc2Cl)OC1=O
5.1,nt,O=C(Nc1ccc(Cl)cc1)C(=O)NC1CC1
-12.3,nt,CCc1ccc(N2CC(C(=O)Nc3ccc(Br)cc3)CC2=O)cc1 (stereo not drawn)
-12.7,98.4,COc1cccc(C2N(c3ccc(Cl)c(Cl)c3)C(=O)C3CCCN32)c1OC (stereo not drawn)
19.6,nt,O=[N+]([O-])c1c(Cl)cc(O)c2c1C1C=CCC1C(c1ccc(Br)cc1)N2 (stereo not drawn)
nt,117.4,COC(=O)c1ccc(C(=O)Nc2nc3ccc4nc(C)sc4c3s2)cc1
-4.3,98.2,COc1ccc(OC)c(NC(=O)CC(Cc2ccccc2OC)C(=O)O)c1 (stereo not drawn)
7.9,56.4,CCOc1ccc(C2/C(=C(\O)c3c(C)[nH]c(C(=O)OC)c3C)C(=O)C(=O)N2CCN(C)C)cc1 (stereo not drawn)
8.0,nt,O=C(Nc1ccccc1C(=O)NCc1ccccc1)c1ccccc1Cl
6.1,87.4,Cc1cccc2cc(COC(=O)C(C)C)c(=O)[nH]c12
7.0,52.1,COC(=O)c1c(C)n(-c2ccc(OC)cc2)c2ccc(O)cc12
0.0,nt,COc1ccccc1NC(=O)c1cc2cc(Br)ccc2oc1=O
11.6,88.6,Cc1ccc2nsnc2c1S(=O)(=O)N1CCN(CCc2ccccc2)CC1
-7.0,nt,Cc1ccc(-n2c(C)cc(/C=N/NC(=O)c3ccncc3)c2C)cc1
4.0,nt,Cc1ccc(OCC(=O)Nc2ccc(I)cc2Cl)c(C)c1
8.7,nt,O=C(O)/C=C/c1ccc(-c2ccc(Cl)c(Cl)c2)o1
-2.7,nt,O=C(NCc1ccccc1)c1ccc(C2SCC(=O)N2Cc2ccccc2)cc1 (stereo not drawn)
5.8,124.4,Cn1cccc1C(=O)NC(=O)COC(=O)c1ccccc1O
-7.2,131.5,Cc1cc(N2C(=O)C(=O)/C(=C(/O)c3ccc(F)cc3)C2c2ccc(Cl)cc2)no1 (stereo not drawn)
2.2,nt,Cc1nnc(NC(=O)c2ccc(-c3cccc(C(F)(F)F)c3)o2)s1
2.9,108.1,O=C(Nc1ccccc1)N1CCC(C(=O)N(Cc2ccco2)Cc2cccs2)CC1
6.7,96.8,Clc1ccc(-n2ncc3c(NCc4ccco4)ncnc32)cc1
7.3,nt,C=CCOc1ccc(/C=C2\C(=O)NC(=S)N(c3ccccc3)C2=O)cc1OC
2.6,82.5,COC(=O)C1=C(N)n2c(s/c(=C\c3cccnc3)c2=O)=C(C(=O)OC)C1c1cccnc1 (stereo not drawn)
-3.4,68.5,N#Cc1c(NC(=O)CSC2=NCCS2)sc2c1CCCC2

Screening results deposited in PubChem BioAssay by several laboratories.

Random draw from the library; 0.7% or so of the library scored in one or more.
